Screening results as filed in PubChem.
KCNH2 WT inh: inhibitors of human wildtype KCNH2 potassium channel. Q12809. U2OS, BacMam KCNH2, thallium flux FluxOr; hits give low values. activity change, % at 1.84 µM. 340,000 tested, 0.37% active;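 active means maximum activity change below -70%; inconclusive means maximum activity change between -70% and -50%; inactive means maximum activity change above -50%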; further: on the % scale 0 is the no-effect control and ±100 the full control effect
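U2OS cells transduced with wild-type KCNH2 virus are loaded with FluxOr dye for 45 min, and thallium flux is measured in kinetic reads before and after stimulation buffer. Rate constants are normalized to DMSO controls.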
MLL CXXC-DNA inh: MLL CXXC-DNA interaction inhibition; AID 2662; MLL-CXXC / FITC-HOXA9 DNA fluorescence polarization; Potency, µM (highest dose often 115 µM), for the others: at the highest dose activity change, negative = inhibition, hits mostly inhibitors; 290,000 tested, 0.037% active; active means well fitted inhibition curve with a large enough effect in the polarisation, with a control signal flat, not every such curve was filed as active; inconclusive means small, poorly fitted or top-dose-only effect, or effect the other way, or a change in a side signal; inactive means no such curve, though single readings can be large or run the other way; the % refers to the polarisation; further: potency means the concentration at half of the fitted maximal effect
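Steps: dispense CXXC domain solution (7 uM) → pin compounds or unlabeled HOX-A9 DNA control → 5 min ambient → add FLSN-HOX-A9 solution (50 nM) → spin → 30 min ambient → fluorescence polarization. Tris pH 7.5/NaCl/DTT/BSA buffer.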
USP2a inh: inhibitors of human ubiquitin-specific protease USP2a. O75604. USP2 core, Ub-CHOP2 coupled fluorogenic reporter, 485/531. Potency, µM (doses to about 38.3 µM), inactives show at the top dose activity change, negative = inhibition, actives largely listed as inhibitors. 330,000 tested, 0.01% active. AID 463254;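 further: potency means the concentration at half of the fitted maximal effect; plate controls were DMSO wells for no effect and full inhibition by NEM control for full effect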
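USP2 core (10nM final) preincubated 30min RT with compound in 20mM Tris-HCl pH 8.0, 2mM CaCl2, 2mM beta-mercaptoethanol, 0.05% CHAPS; 25nM Ub-CHOP2 plus 25nM reporter substrate added, fluorescence (Ex485/Em531) read after 60min.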
Menin MLL FP TR: displaces Texas Red mutant MLL peptide from human menin; O00255; Menin + Texas Red MLL mutant peptide, fluorescence polarization; Potency, µM (top dose mostly 61.6 µM), for inactives: at the highest dose FP activity change, negative = inhibition, hits mostly inhibitors; 270,000 tested, 0.23% active; active means well fitted inhibition curve with a large enough effect in the polarisation, with a control signal flat, not every such curve was filed as active; inconclusive means small, poorly fitted or top-dose-only effect, or effect the other way, or a change in a side signal; inactive means no such curve, though single readings can be large or run the other way; the % refers to the polarisation; further: potency means the concentration at half of the fitted maximal effect; % of control where 0% means no effect; many of its hits are not listed in these tables
Target sequence (O00255 whole entry, looked up): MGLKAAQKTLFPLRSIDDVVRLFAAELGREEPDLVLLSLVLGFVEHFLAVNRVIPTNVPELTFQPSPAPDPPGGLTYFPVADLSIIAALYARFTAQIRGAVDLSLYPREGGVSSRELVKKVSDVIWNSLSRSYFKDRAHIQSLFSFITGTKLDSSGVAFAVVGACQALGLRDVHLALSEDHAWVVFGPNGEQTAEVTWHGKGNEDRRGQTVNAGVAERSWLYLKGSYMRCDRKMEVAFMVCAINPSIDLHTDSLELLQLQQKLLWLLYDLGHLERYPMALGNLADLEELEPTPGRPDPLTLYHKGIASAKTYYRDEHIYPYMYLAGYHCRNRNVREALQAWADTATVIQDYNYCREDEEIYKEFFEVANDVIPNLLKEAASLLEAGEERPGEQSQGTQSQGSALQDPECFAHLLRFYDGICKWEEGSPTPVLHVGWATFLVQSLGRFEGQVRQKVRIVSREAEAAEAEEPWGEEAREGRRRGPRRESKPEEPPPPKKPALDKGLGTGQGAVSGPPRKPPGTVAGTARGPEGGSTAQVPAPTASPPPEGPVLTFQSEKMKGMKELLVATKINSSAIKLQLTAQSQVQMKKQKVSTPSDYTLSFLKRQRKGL
FBPA coupling cs: coupling enzyme interference in Giardia aldolase counter-screen; coupling enzyme system counterscreen, AmpLite Red fluorescence; activity change, negative = inhibition, % at 58.2 µM, hits read low; 290,000 tested, 0.67% active; in the data active means activity change below about -30%; further: on the % scale 0 is the no-effect control and ±100 the full control effect
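Coupling enzymes only (glyceraldehyde-3-phosphate) + compound, at 57.5 uM final, 10 min RT; add substrate/coupling/AmpLite Red mix, 20 min RT; fluorescence ex 525/em 598 nm. Actives flag coupling-system interference.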
Giardia killer: Giardia lamblia killing; activity change, % at 7.66 µM, hits read low; Giardia lamblia trophozoite viability; 340,000 tested, 0.15% active; in the data active means activity change below about -80%; inconclusive means between about -30% and that limit;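 further: parasites exposed to compound for two days anaerobically before the ATP read; on the % scale 0 is the no-effect control and ±100 the full control effect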
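Each well holds 100 Giardia trophozoites and compound. After two days (48 hrs) at 37 deg C in anaerobic conditions, ATP is quantified by luminescence.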
KCNH2 3.1 inh: blocks the human KCNH2 3.1 channel isoform | activity change, % (tested at about 1.8 µM) | AID 720553 | U2OS KCNH2 3.1, thallium flux FluxOr; hits give low values | 340,000 tested, 0.95% active;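 active means maximum activity change below -70%; inconclusive means maximum activity change from -70% to -50%; inactive means maximum activity change above -50%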;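 further: thallium influx rate constant from kinetic fluorescence after stimulation buffer; on the % scale 0 is the no-effect control and ±100 the full control effect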
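Normalized rate constant (relative to positive and negative DMSO controls) derived from a 2 min kinetic fluorescence read after stimulation; U2OS cells expressing the 3.1 isoform via virus at 1.77 x 10^8 /mL.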
B2AR arrestin: recruits beta-arrestin to the human beta2-adrenergic receptor; Potency, µM (series often up to 46.1 µM), for the others: at the highest dose activation, actives largely listed as activators; P07550; 330,000 tested, 0.02% active; beta-arrestin recruitment to beta2AR, cell-based reporter;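 further: potency means the concentration at half of the fitted maximal effect; 0% = DMSO controls and full agonism = EC100 isoproterenol or metaproterenol; nearly all actives have a fitted effect of over 65% in size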
Target sequence (P07550 whole entry, looked up): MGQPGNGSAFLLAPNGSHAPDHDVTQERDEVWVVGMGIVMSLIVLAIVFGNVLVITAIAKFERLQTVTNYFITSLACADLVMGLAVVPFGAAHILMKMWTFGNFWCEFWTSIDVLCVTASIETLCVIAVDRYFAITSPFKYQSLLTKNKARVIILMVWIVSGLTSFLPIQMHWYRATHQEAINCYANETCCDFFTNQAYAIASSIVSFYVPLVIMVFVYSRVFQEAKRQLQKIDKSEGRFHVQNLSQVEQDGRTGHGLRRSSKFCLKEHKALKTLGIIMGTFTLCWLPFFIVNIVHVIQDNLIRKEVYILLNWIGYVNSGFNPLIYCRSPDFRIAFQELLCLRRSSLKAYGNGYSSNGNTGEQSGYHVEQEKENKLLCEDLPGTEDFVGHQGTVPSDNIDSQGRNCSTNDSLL
PKM2 activator: activators of human pyruvate kinase M2. 260,000 tested, 0.34% active. P14618. AID 1631. Potency, µM (titrated, usually from 57.5 µM), for inactives: at the top dose activation, most hits filed as activators. purified PKM2, Kinase-Glo ATP luminescence, activation; response scale: 0% is enzyme alone, no compound; further: potency means the concentration at half of the fitted maximal effect; on the % scale 0 is the no-effect control and ±100 the full control effect; nearly all actives have a fitted effect of over 55% in size
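ATP formation by purified human PK-M2, quantified via coupled luciferase luminescence after 1 h at room temperature with 0.1 mM ADP and 0.5 mM PEP final.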
GALK inhibitor: inhibitors of human galactokinase. P51570. Purified GALK, Kinase-Glo residual ATP luminescence. Potency, µM (top dose mostly 57.5 µM), for inactives: top-dose activity change, negative = inhibition, hits mostly inhibitors. 270,000 tested, 0.007% active. AID 1868; further: potency means the concentration at half of the fitted maximal effect; on the % scale 0 is the no-effect control and ±100 the full control effect
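5 nM enzyme, 35 uM ATP, 100 uM galactose, 20 mM HEPES pH8.0, 5 mM MgCl2; 1 h RT; residual ATP by Kinase-Glo Plus luminescence, qHTS format.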
TRPV1 ag: activates the human vanilloid receptor TRPV1; Q8NER1; TRPV1-expressing cells, Fluo-8 calcium influx, agonist mode; activation, % at 8.33 µM; 320,000 tested, 0.19% active; AID 540275; in the data active means activation above about 80%; inconclusive means between about 30% and that limit; further: 0% is about no effect
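Cells expressing TRPV1 were dye-loaded with Fluo-8 and read kinetically: 10 s baseline, 3 min after compound (agonist portion), then 2 min after EC20 capsaicin (allosteric enhancer portion). Calcium-bound dye fluorescence at 480/520 nm.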
Starred values were filed as active, the others as inactive; i = inactive; ? = inconclusive; . = no result given; [ ] = remark or other dose. Unless noted, the call rests on the fitted dose curve; in most records, active means well fitted curve in the direction sought with a large enough effect; inconclusive means small, poorly fitted or top-dose-only effect, or another doubt; inactive means no such curve, though single readings can be large; an effect the other way counts as inactive or inconclusive. A portion of the library. The share of hits here may be higher or lower than overall.

SMILES	KCNH2 WT inh	MLL CXXC-DNA inh	USP2a inh	Menin MLL FP TR	FBPA coupling cs	Giardia killer	KCNH2 3.1 inh	B2AR arrestin	PKM2 activator	GALK inhibitor	TRPV1 ag
CCCCN(C)CCCNC(=O)CS(=O)Cc1nc(-c2ccc(OC)c(OC)c2)oc1C (stereo not given)	0	9%	1%	-2%	.	4	-6	-0.1%	-5%	0%	-4
COc1ccccc1NC(=O)Nc1ccc(Cc2ccncc2)cc1	-37	-1%	-1%	?	-4	-13	14	3.3%	4%	-3%	7
C=CCNC(=O)c1ccccc1NC(=O)c1ccc(Cl)c(S(=O)(=O)Nc2cccc(C)c2C)c1	10	3%	-10%	?	1	9	-1	0.6%	6%	1%	-3
CC(=O)N1CCN(C(=O)CCC(=O)O)CC1	11	2%	0%	.	2	-3	0	-0.1%	-2%	-2%	-7
O=C(NC1CC1)c1sc2ccccc2c1Cl	7	0%	0%	.	2	-2	-10	-0.7%	.	-1%	2
CN1CCN(S(=O)(=O)Cc2ccccc2Cl)CC1	-14	-3%	0%	.	.	-15	-7	-0.3%	2%	-3%	2
CCOc1ccccc1NC(=O)CCS(=O)(=O)c1ccc(Br)cc1	11	-25%	1%	14%	-1	-5	-8	-0.6%	.	.	7
CCN(c1ccccc1)S(=O)(=O)c1ccc(NN)nc1	6	.	-2%	.	.	35[activator]	-13	0.0%	.	.	7
CC(C(=O)Nc1cccnc1)N1C(=O)c2ccccc2C1=O (stereo not given)	-9	-11%	0%	-7%	0	3	-6	-0.4%	-2%	0%	0
CC(=O)Nc1ccc2c(c1)OCCOCCOc1cc(NC(C)=O)ccc1OCCO2	0	14%	11%	.	-10	2	-19	-0.9%	6%	1%	3
COc1ccc(-c2cnnn2-c2ccc(N)cc2)cc1OC	-5	-1%	4%	16%	2	11	4	5.1%	1%	-3%	-2
O=C(NCCc1ccccc1)c1ccc2c(c1)N(Cc1ccccc1)CCS2	-7	0%	-3%	.	.	9	-11	0.2%	.	6%	?
COc1ccc(CCN(C)CC(O)COC(c2ccc(F)cc2)c2ccc(F)cc2)cc1OC (stereo not given)	-144*	5%	3%	?	2	-8	-112*	0.0%	.	2%	3
COc1ccc(S(=O)(=O)NCC(c2cccnc2)N2CCN(C)CC2)cc1C (stereo not given)	12	-7%	-4%	-1%	2	18	-8	-1.9%	6%	1%	0
COc1ccc(N(CC(=O)NCCc2ccc(Cl)cc2)S(=O)(=O)c2c(C)[nH]c(=O)[nH]c2=O)cc1	-11	-10%	3%	15%	7	4	3	-0.6%	0%	0%	1
N#CCN1C(=O)C(=O)N(Cc2cccc(Cl)c2)C1=O	3	?	21%	8%	2	19	-7	3.3%	.	-1%	-1
COC(=O)c1ccc(C(=O)NC(=S)Nc2ccc3nc(SC)sc3c2)cc1	-2	1%	0%	15%	4	-10	2	0.6%	6%	-2%	2
N#CCCN(Cc1ccccc1)C(=S)Nc1ccccc1	-3	8%	2%	-6%	-4	0	-7	-0.2%	-7%	0%	0
Cc1cc2cc3c(cc2nc1SCC(=O)N1CCCC1)OCCO3	-3	15%	-7%	-16%	5	-17	-22	-0.8%	3%	14%	7
C=CC[C@@H](CC(=O)OC(C)(C)C)C(=O)OC[C@@H]1CCCN1C(=O)[C@@H](CC=C)CC(=O)N(CCO)Cc1ccccc1	1	.	-1%	.	.	-8	-2	-0.6%	.	.	.
Cc1ccc(Cc2c(C)nc3nc(SCC(=O)NCCCN4CCCCC4)nn3c2C)cc1	35	32%[activator]	1%	-2%	0	-4	-17	0.1%	.	-2%	-1
CCCc1nnc(SCC(=O)NC2CCCC2)n1CCOC	-1	2%	0%	11%	3	10	3	0.0%	-8%	0%	1
COc1ccc(CCC(=O)NNC(=O)c2ccc(F)cc2)cc1	5	-6%	2%	5%	0	6	15	0.0%	6%	13%	0
COc1ccc(N2C(=O)CSC(c3ccccc3)C2=O)cc1 (stereo not given)	-2	-12%	2%	26%	1	-12	5	-0.1%	9%	0%	4
COc1ccc(CNc2oc(-c3cccc4ccccc34)nc2P(=O)(OC)OC)cc1	-7	3%	-14%	1%	-1	27	-9	3.0%	-7%	-1%	14

Pulled by structure from the entries so far (four):
SMILES	KCNH2 WT inh	MLL CXXC-DNA inh	USP2a inh	Menin MLL FP TR	FBPA coupling cs	Giardia killer	KCNH2 3.1 inh	B2AR arrestin	PKM2 activator	GALK inhibitor	TRPV1 ag
COC(=O)c1ccc(C(=O)NC(=S)Nc2ccc3nc(SC)sc3c2)cc1	-2	1%	0%	15%	4	-10	2	0.6%	6%	-2%	2
COc1ccc(N(CC(=O)NCCc2ccc(Cl)cc2)S(=O)(=O)c2c(C)[nH]c(=O)[nH]c2=O)cc1	-11	-10%	3%	15%	7	4	3	-0.6%	0%	0%	1
COc1ccc(CCC(=O)NNC(=O)c2ccc(F)cc2)cc1	5	-6%	2%	5%	0	6	15	0.0%	6%	13%	0
CCCCN(C)CCCNC(=O)CS(=O)Cc1nc(-c2ccc(OC)c(OC)c2)oc1C (stereo not given)	0	9%	1%	-2%	.	4	-6	-0.1%	-5%	0%	-4

New compounds follow.
SMILES	KCNH2 WT inh	MLL CXXC-DNA inh	USP2a inh	Menin MLL FP TR	FBPA coupling cs	Giardia killer	KCNH2 3.1 inh	B2AR arrestin	PKM2 activator	GALK inhibitor	TRPV1 ag
CC1CCCCN1CCCNc1ccc(C(CC(N)=O)NC(=O)Cc2cccc3ccccc23)cc1[N+](=O)[O-] (stereo not given)	7	-2%	-1%	-3%	-1	-10	15	-0.2%	3%	.	-8
NCCCCCc1nnc(SCc2cccc(Cl)c2)o1	-3	-1%	2%	-8%	0	-6	-27	0.2%	-7%	0%	1
COCCn1cc(C(=O)NCCCN2CCC(C)CC2)c2c3ccccc3n(C)c2c1=O	4	-4%	4%	-2%	-1	-1	-2	0.4%	2%	0%	-1
CC(=O)N1N=C(c2ccc(NS(=O)(=O)c3ccccc3)cc2)CC1c1ccco1 (stereo not given)	-7	.	1%	.	.	-4	22	-0.8%	.	.	-5
Cc1cc(C)nc(Nc2n[nH]c(C)n2)n1	.	2%	1%	8%	4	9	2	-0.5%	-1%	1%	0
CC(=O)c1cccc(NC(=O)c2ccc(CN3CCc4ccccc4C3)cc2)c1	2	-4%	0%	-3%	-1	-13	8	0.2%	0%[11.5 µM]	-1%	?
Cc1cc(O)c(C(=O)Cc2csc(C)n2)c(O)c1	4	0%	3%	7%	-1	3	-3	0.2%	7%	4%	?
O=C(CCSCCC(=O)Nc1ccccc1F)Nc1ccccc1F	15	-7%	0%	-4%	0	-14	6	-0.4%	9%	0%	11
COc1cccc(CN(C)C(=O)CSCC(=O)Nc2cc(C)on2)c1OC	1	.	0%	.	.	-4	-15	-0.1%	.	.	0
Cc1nc(C)c(-c2ccc(SCc3ccc(Cl)cc3)nn2)s1	2	10%	-2%	-1%	-3	2	3	-0.1%	0%[0.46 µM]	0%	7
CCOc1ccc(C=Nc2cccc3ncccc23)cc1	.	-2%	7%	-21%	-42*	9	19	-0.1%	12%	0%	6
COc1ccc(OC)c(C2C3=C(CC(C)(C)CC3=O)Nc3nnnn32)c1 (stereo not given)	1	4%	2%	1%	4	-4	15	-0.3%	-1%	-4%	1
Cc1cc(C)cc(NC(=O)CCN2CCCC2)c1	-20	4%	0%	5%	2	-8	-9	0.2%	0%	9%	0
CCCn1c(SCC(=O)N2c3ccccc3Sc3ccccc32)nc2ccccc21	i	-6%	0%	4%	-1	0	-2	-0.9%	0%	1%	4
O=C(Nc1ccc(C(=O)N2CCOCC2)cc1)c1cc(-c2cccnc2)nc2ccc(Cl)cc12	-2	9%	2%	?	0	29	-12	-0.4%	6%	-4%	5
